Compound activity as filed in PubChem.
M1 ag parental – counter-screen for M1 agonists: effect in parental CHO-K1 cells | AID 602248 | activation, % at 3 µM | 360,000 compounds, 0.48% hits | Fluo-8 calcium fluorescence; scaled to maximal ATP response, vehicle zero; in the data active = activation above about 15%;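 note: untransfected CHO-K1 host cells lacking M1 receptor as counterscreen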
OXTR potentiate – human OXTR potentiation; AID 2445; 320,000 compounds, 0.061% hits; activation, % at 3 µM; CHO-OTR cells, Fluo-8 calcium fluorescence, potentiator mode; 0% = oxytocin EC15, 100% = EC100; P30559;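 active = activation above that plate's cutoff, the mean activation of tested compounds plus 3 SD, cut at about 6.6% in these data, passing the limit was not always enough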;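 note: 100% uses oxytocin at 75 nM as the full agonist control; some results filed as inactive read as strong as hits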
Target sequence (P30559 whole entry, looked up): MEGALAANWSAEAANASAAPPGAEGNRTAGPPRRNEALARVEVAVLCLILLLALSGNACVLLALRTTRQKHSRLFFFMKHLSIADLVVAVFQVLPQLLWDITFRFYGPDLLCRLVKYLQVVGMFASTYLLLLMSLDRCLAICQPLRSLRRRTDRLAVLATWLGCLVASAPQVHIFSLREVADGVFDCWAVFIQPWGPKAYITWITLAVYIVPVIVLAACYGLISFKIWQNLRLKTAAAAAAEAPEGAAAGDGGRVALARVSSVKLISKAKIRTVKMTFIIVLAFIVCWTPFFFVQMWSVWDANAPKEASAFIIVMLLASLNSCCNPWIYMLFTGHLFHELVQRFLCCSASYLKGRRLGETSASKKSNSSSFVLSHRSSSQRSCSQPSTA
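System: human OTR in CHO cells / Also added: sub-maximal oxytocin, roughly EC15 / Control set: EC15 oxytocin low, 75 nM oxytocin high / Schedule: 6 min compound pre-incubation at room temperature, 100 s kinetic read / Compound: single-point 3.0 µM / Replication: singlicate / Technique: Fluo-8 calcium dye fluorescence / Read-out basis: % activation of max/min ratio relative to oxytocin controls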
CHO parental Ca – counter-screen for OX1R antagonists: effect in parental CHO cells. parental CHO-K1, ATP-induced calcium, Fluo-8 fluorescence. inhibition, % at 5.6 µM. 330,000 compounds, 0.63% hits;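 active = inhibition above that plate's mean sample inhibition plus 3 SD, cut at about 26% in these data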;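 note: 0% = ATP-challenged DMSO wells and 100% = DMSO wells without ATP; some compounds past the cut are filed as inactive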
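Material – parental CHO cells · Reagent – ATP stimulus · Compound – single nominal dose of 5.6 µM per compound · Detection – Fluo-8 fluorescence · Read-out basis – percent inhibition of calcium signal · Controls – ATP-challenged DMSO wells low, unchallenged DMSO wells high · Repeats – no replicates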
GPR7 antag – human neuropeptides B/W receptor 1 antagonism | P48145 | GPR7-expressing cells, fluorescence antagonist assay | inhibition, % at 4.4 µM | 290,000 compounds, 1.1% hits | AID 1861; in the data active = inhibition above about 16%, passing the limit was not always enough;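 note: cells stimulated with the agonist NPW; 0% = agonist with vehicle and 100% = vehicle without agonist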
OXTR agonist – human OXTR agonism; CHO-OTR cells, Fluo-8 calcium fluorescence; normalized: DMSO 0%, oxytocin 100%; activation, % at 3 µM; 320,000 compounds, 0.32% hits;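 active = activation above the mean of all tested compounds plus 3 SD, cutoff set per screening run, cut at about 20% in these data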;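 note: peak over basal fluorescence ratio from a 100 s FLIPR kinetic read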
CHO-K1 Ca antag – nonselective inhibitor or artifact in parental CHO-K1 cells. AID 602250. inhibition, % at 3 µM. 360,000 compounds, 0.6% hits. ATP-induced calcium, Fluo-8 fluorescence;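 active = inhibition above a per-plate cutoff, the plate's mean sample inhibition plus 3 SD, cut at about 24% in these data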;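 note: 0% = DMSO plus EC80 ATP and 100% = DMSO alone without ATP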
V1aR counter – activates human V1a receptor in oxytocin agonist counter-screen | 320,000 compounds, 0.25% hits | activation, % at 3 µM | CHO-V1R cells, Fluo-8 calcium fluorescence, agonist mode; 0% DMSO, 100% 3 nM vasopressin | AID 2797 | P37288;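 active = activation above the mean activation of all tested compounds plus 3 SD, per screening run, cut at about 20% in these data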;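 note: signal is peak over basal fluorescence ratio across a 100 second FLIPR read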
Target sequence (P37288 whole entry, looked up): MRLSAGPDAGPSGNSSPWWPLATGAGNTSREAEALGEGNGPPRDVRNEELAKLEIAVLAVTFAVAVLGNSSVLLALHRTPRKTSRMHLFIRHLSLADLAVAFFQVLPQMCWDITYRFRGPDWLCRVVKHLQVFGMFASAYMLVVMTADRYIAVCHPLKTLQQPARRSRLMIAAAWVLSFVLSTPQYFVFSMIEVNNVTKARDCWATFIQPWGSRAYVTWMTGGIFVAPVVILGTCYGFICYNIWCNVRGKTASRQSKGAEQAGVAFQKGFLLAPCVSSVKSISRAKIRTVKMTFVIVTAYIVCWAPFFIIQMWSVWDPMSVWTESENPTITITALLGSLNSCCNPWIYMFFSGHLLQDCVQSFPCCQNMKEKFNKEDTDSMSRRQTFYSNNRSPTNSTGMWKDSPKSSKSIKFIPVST
TAAR1 antag – human TAAR1 antagonism. Q96RJ0. CHO RD-HGA16 TAAR1, Fluo-8 calcium fluorescence, antagonist. inhibition, % at 3 µM. 360,000 compounds, 1.5% hits. AID 624466;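 active = inhibition above a per-plate cutoff, the mean inhibition of test compounds on that plate plus 3 SD, cut at about 49% in these data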;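 note: 0% = DMSO plus EC80 beta-PEA response and 100% = DMSO alone without agonist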
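Material: CHO RD-HGA16 cells bearing hTAAR1; compound dosing: one-point dosing, 3 µM nominal final; schedule: dye loading 75 min at 37 °C, then 30 min room temperature; measured by: calcium fluorescence with Fluo-8; control set: vehicle and agonist controls; replication: n of 1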
M1 PAM parental – nonselective activator or artifact in parental CHO-K1 calcium assay; 360,000 compounds, 0.02% hits; AID 602247; activation, % at 3 µM; ATP EC20, Fluo-8 calcium fluorescence; 0% at ATP EC20, 100% at ATP max;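 active = activation above the run cutoff, the mean activation of all test compounds plus 3 SD, cut at about 40% in these data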;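 note: peak over basal fluorescence ratio in a 140 s read after ATP addition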
Active calls of the source: *; x = not tested or not shown.

SMILES	M1 ag parental	OXTR potentiate	CHO parental Ca	GPR7 antag	OXTR agonist	CHO-K1 Ca antag	V1aR counter	TAAR1 antag	M1 PAM parental
Cc1ccccc1-n1c(SCC(=O)NCc2cccs2)nc2ccccc2c1=O	1.0	-3	-27	3	-2.0	-8	-0.4	-15	21
NC(Cc1ccc(C(F)(F)F)cc1)c1csc(NC(=O)Nc2ccccc2)n1 (stereo not drawn)	2.8	x	x	x	x	5	x	37	-3
Cc1cccc(CCNS(=O)(=O)c2ccc3c(c2)n(C)c(=O)c(=O)n3C)c1	0.3	6	-18	-13	0.6	-1	-0.3	-13	22
O=S(=O)(c1ccc(OCC(O)CN2CCN(c3ccccc3Cl)CC2)cc1)N1CCOCC1 (stereo not drawn)	14	-5	-6	26*	17	-19	11	25	-2
CCOn1c(=O)c(-c2cccc3ccccc23)[n+]([O-])c2ccccc21	0.8	-14	-8	-5	-1.4	-4	-0.1	18	6
Cc1ccc(OCC(=O)N(Cc2ccc(C)o2)C2CCS(=O)(=O)C2)cc1 (stereo not drawn)	2.5	-2	-8	-2	0.4	-11	-0.6	-5	25
NNc1nc(-c2ccccc2)cc(-c2ccccc2)n1	0.2	1	1	-10	-1.2	-8	5.7	-7	-2
O=C(C1CCCO1)N1CCN(S(=O)(=O)c2cccc3nsnc23)CC1 (stereo not drawn)	0.3	-7	-8	-5	-0.4	-6	0.4	2	8
CC(=O)N1CCN(C(=O)c2ccco2)CC1	0.2	-12	-4	3	0.4	-14	0.0	0	-3
COCCCN(C(=S)Nc1c(C)cc(C)cc1C)C(C)c1ccncc1 (stereo not drawn)	0.3	-1	-4	-7	-1.7	-2	0.2	-16	22
CCCNC(=O)COCc1cc(-c2ccc3c(c2)OCO3)on1	1.7	-9	-8	12	1.1	-7	3.1	-3	14
COc1ccc(N(CC(=O)O)S(=O)(=O)c2ccc(C)cc2)cc1Cl	-0.4	-4	-5	-9	0.2	15	0.8	1	-13
CCOC(=O)C1CCN(CC(O)COCc2ccc(Cl)cc2)CC1 (stereo not drawn)	0.7	-5	0	-8	-0.2	14	-0.2	-6	-12
Cc1cccc(/C(N)=N/OC(=O)CCCc2ccccc2)c1	0.9	2	-4	-15	-0.6	-16	0.5	-15	8
COc1cc(OC)c(C2C(C#N)=C(N)OC3=C2C(=O)CC(C)C3)cc1OC (stereo not drawn)	0.1	-5	-2	-1	-0.1	-9	0.6	9	16
Cc1cccc(N(C)C(=O)c2cnn(-c3ccccc3)c2C)c1	0.2	-19	-5	-14	-1.5	4	-1.4	-12	-1
COc1ccc(CNC(=O)C2CCN(S(=O)(=O)N3CC(C)CC(C)C3)CC2)cc1 (stereo not drawn)	2.4	-7	-13	1	0.2	-17	2.8	1	25
COc1ccccc1CNC(=O)c1oc2ccc(S(=O)(=O)N3CCOCC3)cc2c1C	5.2	-1	-14	-6	1.7	-14	1.0	15	10
O=[N+]([O-])c1ccc2nc(NS(=O)(=O)c3ccccc3[N+](=O)[O-])sc2c1	3.2	-7	-2	-1	4.1	-6	6.8	-6	14
Cc1cc(C)nc(N(C#N)Cc2cccc([N+](=O)[O-])c2)n1	-0.1	-3	-5	-4	-0.4	21	-0.5	-5	-12

Structures shown so far that have a Cl atom:
SMILES	M1 ag parental	OXTR potentiate	CHO parental Ca	GPR7 antag	OXTR agonist	CHO-K1 Ca antag	V1aR counter	TAAR1 antag	M1 PAM parental
O=S(=O)(c1ccc(OCC(O)CN2CCN(c3ccccc3Cl)CC2)cc1)N1CCOCC1 (stereo not drawn)	14	-5	-6	26*	17	-19	11	25	-2
COc1ccc(N(CC(=O)O)S(=O)(=O)c2ccc(C)cc2)cc1Cl	-0.4	-4	-5	-9	0.2	15	0.8	1	-13
CCOC(=O)C1CCN(CC(O)COCc2ccc(Cl)cc2)CC1 (stereo not drawn)	0.7	-5	0	-8	-0.2	14	-0.2	-6	-12

Quoted at random: 2 entries already listed.
SMILES	M1 ag parental	OXTR potentiate	CHO parental Ca	GPR7 antag	OXTR agonist	CHO-K1 Ca antag	V1aR counter	TAAR1 antag	M1 PAM parental
Cc1cccc(CCNS(=O)(=O)c2ccc3c(c2)n(C)c(=O)c(=O)n3C)c1	0.3	6	-18	-13	0.6	-1	-0.3	-13	22
CC(=O)N1CCN(C(=O)c2ccco2)CC1	0.2	-12	-4	3	0.4	-14	0.0	0	-3

(continued)
SMILES	M1 ag parental	OXTR potentiate	CHO parental Ca	GPR7 antag	OXTR agonist	CHO-K1 Ca antag	V1aR counter	TAAR1 antag	M1 PAM parental
COc1cc(/C=C(\NC(C)=O)C(=O)Nc2ccc(NC(C)=O)cc2)ccc1OC(C)=O	-0.2	-3	-2	-7	0.0	-10	0.3	-9	17
COc1ccc(S(=O)(=O)N2CCc3cc4c(cc3C2C)OCCCO4)cc1 (stereo not drawn)	12	-12	12	18	3.5	-3	3.7	-19	-15
Cc1cc(C)cc(OCC(=O)NNC(=O)c2ccoc2C)c1	0.8	-3	-8	-9	-0.7	-21	-0.6	-13	22
Cc1cc(C(=O)COC(=O)Cn2cnc3c2c(=O)n(C)c(=O)n3C)c(C)n1C	0.2	-4	-13	-5	-0.8	-4	-0.2	-8	-5
CN(Cc1cnn(C)c1)Cc1nc(Cc2ccccc2Cl)no1	0.2	-3	-24	-4	1.0	1	1.0	9	4
COc1ccc(CNc2ccc(N3CCN(C(C)=O)CC3)cc2)cc1OC	1.0	x	x	x	x	-3	x	-26	6
CCCc1cc(=O)n(-c2nc3ccccc3s2)[nH]1	0.6	-2	-5	-5	-0.6	-3	0.7	-1	-12
O=S(=O)(NCc1ccccn1)c1ccc(Cl)s1	1.6	-9	-9	-16	0.7	-14	0.4	-15	30
CC(=O)OCP(C)(=O)COC(C)=O	0.0	-5	-3	-11	1.6	2	0.2	-15	5
CCOC(=O)c1cc2ccc3ccccc3c2oc1=O	0.1	-7	-17	3	-2.5	-3	-1.0	-27	13
Cc1ccc2cc(CCNC(=O)c3cccc([N+](=O)[O-])c3)c(=O)[nH]c2c1	0.5	4	-10	-5	-0.5	-9	-0.7	24	18
COc1cccc(C(=O)C[n+]2cccc3cc(OC)ccc32)c1	0.4	0	-13	x	0.7	-8	0.9	-11	20
COc1ccc(N=CC=C2OC(C)(C)C(C)(C)O2)cc1OC	1.2	2	-21	-2	-0.1	2	-0.6	-5	6
COc1ccc(/C=N/NS(=O)(=O)c2ccccc2)cc1OC(=O)c1ccc(C)cc1	0.0	-13	8	14	-0.4	-7	-0.8	17	-1
O=C(CSc1ncn[nH]1)Nc1cc(S(=O)(=O)N2CCCC2)ccc1Cl	1.1	-1	-14	-12	-0.4	2	0.7	-15	4
CS(=O)(=O)c1nc(S(=O)(=O)c2ccc(Cl)cc2)c(NCCCn2ccnc2)s1	0.0	-4	-22	-8	0.2	-2	0.6	-17	7
Cc1ccc(-c2nc(C#N)c(N3CCCCC3)o2)cc1	-0.5	-6	-16	-5	-2.1	2	-1.2	-34	-7
CN1C(=O)N(c2cccc3ccccc23)C(n2cncn2)C1(C)C (stereo not drawn)	0.2	-6	-8	-8	-0.2	6	-1.3	-18	-5
CN(C)CCCOc1nn(Cc2ccccc2)c2ccccc12	0.2	9	-20	-6	4.5	3	3.0	-12	-4
CC1CCc2sc3nc(N4CCN(CCO)CC4)n4ncnc4c3c2C1 (stereo not drawn)	0.3	-8	-12	-7	1.8	-5	-0.1	-9	-2
CC(C)NC(=O)NC(=O)COC(=O)c1ccc(NC(=O)CC#N)cc1	0.0	-8	5	1	-0.8	-3	1.6	2	8
O=C(C1CCN(S(=O)(=O)N2CCC3(CC2)OCCO3)CC1)N1CCc2ccccc2C1	4.7	-8	-2	-13	4.9	-11	5.1	-13	-7
CCOC(=O)[C@]12CCCC=C1N(Cc1cccc3ccccc13)C(=O)[C@H](CC(=O)N1CCSCC1)C2	0.3	x	x	x	x	-16	x	-1	10
CCOc1ccc(-c2cc(CCCC(=O)NCc3ccc(C)cc3)no2)cc1	1.0	-2	-4	4	-1.6	-6	2.3	-11	18
Cc1ccc(C(=O)Nc2cccc(-c3ccc(N4CCOCC4)nn3)c2)cc1C	3.2	-4	-25	x	-2.6	9	-0.8	48	5
COc1ccc2[nH]c(=O)c(CN(CCCN(C)C)C(=O)Nc3ccccc3)cc2c1	0.2	-9	-10	5	-0.1	-10	0.2	-9	6
COc1cccc(C2CC(c3ccc(C)cc3)=NN2C(=O)c2ccccc2F)c1OC (stereo not drawn)	0.0	-6	-25	-27	1.1	-8	1.5	-7	7
CCN(CC)C(=O)CSc1nc2[nH]ncc2c(=O)[nH]1	0.0	-5	-2	-18	-0.6	0	1.5	-11	10
FCCCOc1ccc(-c2nccc(-c3ccc(Br)cc3)n2)cc1	0.2	-2	-22	-15	-0.5	-2	0.0	-13	4
COc1ccc(N2C(N)=NC(N)=NC23CCCC3)cc1	2.0	-4	-2	-3	0.0	-7	-0.2	10	21
O=C1CCCC2=C1C(O)(C(F)(F)F)C(=O)N2Cc1ccccc1 (stereo not drawn)	0.7	-7	6	25	0.3	-5	-0.5	-11	11
COc1cc(C(C)=O)ccc1OCC(O)CN1CCN(c2c(C)cccc2C)CC1 (stereo not drawn)	0.7	-6	-23	-12	3.1	-4	4.9	-18	-5
C=CCOc1ccc(Cl)cc1-c1noc(-c2csc([C@H]3C[C@H](O)[C@@H](CO)O3)n2)n1	3.7	x	x	x	x	-1	x	35	5
O=C(NCCc1cccc(Cl)c1)c1cccnc1	1.0	-3	-11	-8	1.4	-3	2.1	-17	-1
O=C(c1cccs1)C1C(c2ccc(Br)cc2)NC(=S)NC1(O)C(F)(F)F (stereo not drawn)	2.2	-3	-10	3	-1.1	-11	0.5	16	23
O=C(CN1CCOCC1)Nc1ccc(S(=O)(=O)N2CCCCCC2)cc1	0.0	-2	-1	-2	0.8	2	2.2	-9	-7
CCCn1c(=S)[nH]c2cc(C(=O)NCc3ccccc3OC)ccc2c1=O	0.5	x	x	x	x	14	x	2	6
Cc1nc2ccccc2nc1Nc1cccc(Cl)c1	1.3	-13	-10	4	-0.9	-12	0.6	-4	16
Cc1cc2nc(C3CCCN(C(=S)Nc4ccccc4C)C3)[nH]c2cc1C (stereo not drawn)	0.1	-7	-17	-6	-1.4	-21	0.8	-12	21
N/C(=N\OC(=O)c1cccc([N+](=O)[O-])c1)c1ccccn1	0.8	5	-10	-1	1.2	-5	2.0	3	20
Cc1c(C(=O)NCc2ccc3c(c2)OCO3)oc2ccc(S(=O)(=O)N3CCCCCC3)cc12	2.4	-3	1	-14	1.5	6	2.4	12	15
Cc1ccccc1-c1nn[nH]n1	0.4	2	5	-1	1.0	-5	-0.6	0	20
C/C(=N\NC(=O)c1cccc(Cl)c1)C1C(=O)c2ccccc2C1=O	7.2	-7	-8	-5	4.2	11	6.7	4	-9
CCC(C)NC(=O)c1cn(CC)c2ccc(S(=O)(=O)N(C)C)cc2c1=O (stereo not drawn)	0.5	-12	-17	-9	1.4	-2	0.2	-2	14
